Assay outcomes deposited in PubChem BioAssay by several laboratories.
DAX1 inh-1 = DAX1 (NR0B1) inhibitors, primary screen, cell-based, HEK293, Gal4-DAX1, luciferase luminescence | Nuclear receptor subfamily 0 group B member 1 (Homo sapiens), P51843 | HEK293 Gal4-DAX1 luciferase reporter | inhibition, % at 6.75 µM | 0.99% of 340,000 active | AID 504766, 2011;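 active = inhibition above the mean over all tested compounds plus 3 SD, cut at about 4.2% in these data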;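 note: 0% = DAX1-transfected cells with DMSO and 100% = empty-vector control cells with DMSO; inhibition shows as a rise in luminescence from relieved DAX1 repression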
DAX1 inh-2 = DAX1 (NR0B1) inhibitors on StAR promoter, primary screen, cell-based, luminescence, SF-1 (NR5A1), full-length DAX-1; inhibition, % at 6.8 µM; AID 652010, 2013; HEK293T StAR-luciferase reporter, SF-1/DAX-1 repression relief; 1.1% of 370,000 active;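 active = inhibition above the mean over all tested compounds plus 3 SD, cut at about 3.6% in these data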;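 note: 0% = DAX-1 cells with DMSO and 100% = cells lacking DAX-1 with DMSO; higher inhibition means more luminescence from relief of DAX-1 repression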
hcDAF12 agonist = H. contortus DAF-12 nuclear receptor activators, primary screen, cell-based, luminescence, HEK293, lit1-tk-luc reporter. 1.4% of 370,000 active. activation, % at 6.8 µM. HEK293 hcDAF-12 lit1-tk-luc reporter; 0% DMSO, 100% Δ7-dafachronic acid. AID 652067, 2013;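 active = activation above the mean of all tested compounds plus 3 SD, cut at about 5.5% in these data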;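 note: 100% = response to 3 µM Δ7-dafachronic acid high control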
PLC-gamma1 inh = PLC-gamma1 enzyme inhibitors, primary screen, biochemical, fluorescence, purified enzyme. fluorogenic substrate. inhibition, % at 12.2 µM. 0.84% of 370,000 active. AID 720700, 2013; in the data active = inhibition above about 9.5%
ADAM17 inh = ADAM17 inhibitors, primary screen, biochemical, QFRET. inhibition, % at 6.95 µM. recombinant ADAM17, EDANS/DABCYL FRET peptide cleavage. Disintegrin and metalloproteinase domain-containing protein 17 (Homo sapiens), P78536. AID 720648, 2013. 0.83% of 370,000 active;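 active = inhibition above the mean of compounds lying between control limits plus 3 SD, set per campaign, cut at about 8.5% in these data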;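 note: 0% = DMSO-only wells as the low control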
MBD2 DNA inh = inhibitors of MBD2 binding to methylated DNA, primary screen, biochemical, TR-FRET, DNA-binding domain, human. 0.31% of 370,000 active. MBD2 binding to methylated oligonucleotide. Methyl-CpG-binding domain protein 2 (Homo sapiens), Q9UBB5. inhibition, % at 4.4 µM; in the data active = inhibition above about 13%
SMARCA2 act = SMARCA2 (BRM) function activators, primary screen, cell-based, luminescence, high throughput. AID 652017, 2013. activation, % at 9.1 µM. MG213 cells, MMTV-luciferase reporter, dexamethasone, overnight. 1% of 370,000 active; in the data active = activation above about 7.8%;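 note: 0% = vehicle wells and 100% = reference activator wells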
Rev-erbA mod = modulators of Rev-erb alpha DNA binding, primary screen, biochemical, FITC-DNA, fluorescence polarization, uHTS; Nuclear receptor subfamily 1 group D member 1 (Homo sapiens), P20393; Rev-erbα–FITC-DNA binding, 90 min; activity, % at 10 µM; 0.79% of 370,000 active;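 active = activity above about 14%, limit read from the data; passing the limit was not always enough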;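 note: 0% = DMSO wells with 35 nM protein and 100% = DMSO wells with 750 nM protein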
hgDAF-12 ag = H. glycines DAF-12 receptor agonists, primary screen, cell-based, luminescence, HEK293, GAL4 fusion, UAS-luciferase. Nuclear hormone receptor DAF-12 (Heterodera glycines), GAL4 fusion. HEK293 GAL4-hgDAF12 UAS-luciferase reporter, agonist luminescence; normalized to butyrate control. activation, % at 6.8 µM. 1.8% of 370,000 active;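 active = activation above a cutoff set at the mean of all screened compounds plus 3 SD, cut at about 10% in these data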;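 note: 0% = DMSO wells and 100% = sodium butyrate wells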
PLCb3 inh = human PLC-beta3 inhibitors, primary screen, biochemical, fluorescence; 1-phosphatidylinositol 4,5-bisphosphate phosphodiesterase beta-3 (Homo sapiens), Q01970; Purified PLC-beta3, fluorogenic substrate; inhibition, % at 12.2 µM; 0.18% of 370,000 active; in the data active = inhibition above about 11%;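 note: 0% = median of compound wells on plate and 100% = full blocker control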
ssDAF12 agonist = S. stercoralis DAF-12 nuclear receptor activators, primary screen, cell-based, luminescence, HEK293, GRIP1 co-expression, lit1-tk-luc; Nuclear hormone receptor DAF-12 (Strongyloides stercoralis); HEK293 ssDAF-12/GRIP1 lit1-tk-luc reporter; % of 3 µM dafachronic acid response; activation, % at 6.8 µM; 1% of 370,000 active; AID 652126, 2013;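 active = activation above the mean over all tested compounds plus 3 SD, cut at about 0.9% in these data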;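 note: 0% = DMSO-only wells and 100% = 3 µM delta7-dafachronic acid wells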
Numbers without * were called inactive; i = inactive; x = no result given; & = joins results of further samples.

SMILES	DAX1 inh-1	DAX1 inh-2	hcDAF12 agonist	PLC-gamma1 inh	ADAM17 inh	MBD2 DNA inh	SMARCA2 act	Rev-erbA mod	hgDAF-12 ag	PLCb3 inh	ssDAF12 agonist
CCC(Cc1ccccc1)NS(=O)(=O)c1ccc2c(c1)NC(=O)C(C)S2 (stereo not drawn)	-1.1	-0.8	-3.3	2	5	3	-6	-3	-0.5	-7	-1.9
O=C(NCCO)C(=O)Nc1cc2c3c(c1)CCN3C(=O)CC2	0.2	-0.3	0.3	3	2	-10	-2	-3	-1.5	-8	-0.7
COc1ccccc1CNCc1cc(=O)oc2c(C)c(C)ccc12	-0.6	-0.3	-1.9	1	-2	4	-2	7	0.7	-5	-1.2
CCOC(=O)c1sc(NC(=O)C2CC=CCC2C(=O)O)nc1C (stereo not drawn)	-0.5	-0.5	-2.1	1	-2	4	-5	4	-0.5	-3	-0.7
O=S1(=O)c2ccc(Br)cc2OC[C@@H](Cc2ccccc2)N1Cc1cn(Cc2ccc(F)cc2)nn1	x	-0.9	-1.6	-1	0	1	-1	-2	0.8	3	-1.4
O=C(NC1CC1)C1CCN(C2CCN(C(=O)/C=C/c3ccc(F)cc3)CC2)CC1	-0.4	-0.2	-0.3	1	-5	6	-2	7	-0.8	-2	-1.5
CCn1c(C)c(C2=CCN(S(=O)(=O)c3ccccc3)CC2)c2ccccc21	-0.3	0.2	-2.8	-12	2	1	0	28*	-2.8	-19	-1.9
CCN(CC)c1ccc(NC(=O)Nc2ccccc2C(F)(F)F)cc1	1.4	1.0	0.3	0	-1	3	2	-10	2.1	-1	-1.0
O=C(OCC#CCSc1nnc(-c2cccc3ccccc23)o1)c1ccc(C(F)(F)F)cc1	x	x	-1.8	3	-5	-3	x	3	-2.8	-1	-1.0
CCCCc1nnc(NC(=O)c2ccc(S(=O)(=O)N3CCOCC3)cc2)s1	0.1	1.2	1.2	1	-1	-4	-4	-2	-0.9	-1	-1.5
COCC#Cc1ccc(CC[C@H]2O[C@H]3CC[C@H](CO)O[C@H]3C[C@H]2n2cc(C(C)(C)O)nn2)cc1	x	0.1	-2.0	0	1	-4	-1	-2	0.8	2	-1.6
COC(=O)CNC(=O)c1ccccc1	2.7	-0.8	-0.6	1	0	0	3	-4	2.4	4	-1.0
COC(=O)c1c(-c2ccco2)csc1NC(=O)C1CC=CCC1C(=O)O (stereo not drawn)	0.2	0.6	-0.9	-14	-4	2	0	1	1.7	-20	-0.9
COc1ccc(Br)cc1S(=O)(=O)NCCN1CCOCC1	4.5*	1.1	-1.4	3	5	-1	0	9	3.5	4	-1.3
Cc1ccc2nc(SCC(=O)Nc3cc(C)on3)c(C)cc2c1	0.7	0.2	-0.2	2	-2	-3	-3	40*	-1.8	-3	-0.8
CN(C)CCNc1nc2c(c(=O)[nH]c(=O)n2C)n1CC(O)COc1ccc(Cl)cc1 (stereo not drawn)	-0.9	0.3	-1.8	2	-2	-1	-1	-6	3.4	-1	-1.0
CCCC(C)C(=O)Nc1ccncc1 (stereo not drawn)	-0.8	-0.5	-0.6	-13	-3	-5	-1	3	1.4	3	-0.4
CCOC(=O)C1CCN(S(=O)(=O)c2ccc(C(=O)OC)cc2)CC1	0.9	-0.5	0.2	2	-5	4	-3	-6	-3.6	0	-1.5
O=C(CNC(=S)N(Cc1ccc(F)cc1)C1CCCCC1)NC1CC1	0.9	-0.2	-1.7	-3	-5	0	-1	0	-0.1	-2	-0.9
CC(Sc1nc2ccccc2s1)C(=O)NC1CCCc2ccccc21 (stereo not drawn)	0.6	-0.8	-1.1	0	1	2	-2	5	0.3	2	-1.7
Fc1ccc(NC(=S)NCc2ccc3c(c2)OCO3)cc1	-0.8	0.0	0.2	1	-2	-5	-1	5	3.1	4	-1.4
Cc1cc(C)cc(C(=O)N2CC(=O)Nc3ccccc32)c1	0.9	3.2	0.1	5	4	5	-2	0	-3.0	1	-0.6
Cc1cccc(C)c1N(C(=O)c1ccco1)C(C(=O)NC1CCCC1)c1ccncc1 (stereo not drawn)	1.1	0.5	-1.2	2	-2	3	-1	4	2.1	-9	-0.9
COc1ccc(N2CCN(C(CNC(=O)CC(C)(C)C)c3ccc4c(c3)OCO4)CC2)cc1 (stereo not drawn)	0.0	-0.8	-2.5	5	1	-5	4	-1	-1.3	4	-1.2
O=C(O)CN1CCN(CC(=O)O)CCN(CC(=O)O)CCN(CC(=O)O)CC1	1.3	-0.6	-1.6	-1	-6	6	1	3&-1	4.0	1	-1.3
COc1ccc(C(CNC(=O)C(C)Oc2ccc(Br)cc2)N2CCOCC2)cc1 (stereo not drawn)	0.4	0.7	-0.8	1	-1	-1	2	8	-1.3	-4	-1.5
O=C(CN1C(=O)NC2(CCCC2)C1=O)OCc1ccccc1F	0.6	-0.5	0.6	-3	-6	-1	2	-3	-0.9	-7	-1.4
O=C(Nc1nccc(-c2cccs2)n1)c1ccccc1Cl	-1.5	0.3	-0.2	-2	-4	-1	-3	-1	1.9	0	-2.0
Cc1noc(C)c1C(=O)OCC(=O)N(C)C1(C#N)CCCCC1	-0.1	-0.1	3.9	1	-2	-1	-2	-1	2.2	-9	-0.7
CCC(C)N(C(=O)Cn1nnc(-c2ccc(Cl)cc2)n1)C1CCS(=O)(=O)C1 (stereo not drawn)	0.3	1.0	0.1	1	0	4	-1	0	1.8	-4	-0.9
COc1ccc(Cl)c(NC(=O)Nc2c(C)n(-c3ccccc3)c(=O)n2C)c1	0.1	-0.4	-1.3	-1	-4	0	0	5	0.1	1	-0.8
CSC(=S)N(C)C1CCS(=O)(=O)C1 (stereo not drawn)	-0.4	0.2	0.5	1	0	0	-4	-8	1.1	3	-1.8
CC(C)(CCl)C(=O)Nc1ccc(C(F)(F)F)cc1	-0.8	-0.1	-1.0	0	2	-4	2	1	3.3	4	1.1*
CCc1cc2c(=O)[nH]c(N3CCOCC3)nc2s1	0.7	-0.7	-0.7	-1	-9	3	0	0	-0.4	-4	-0.8
Cc1cc(Br)ccc1OCCCCNCCO	-0.2	-1.2	1.6	2	-5	2	-3	-7	-0.8	3	-1.0
COc1ccc(-c2cc(C(F)(F)F)n3nc(C(=O)NCCCN4CCOCC4)cc3n2)cc1	x	0.0	-0.3	i	-91	-7	-1	0	1.7	i	-0.9
Cc1c(Cl)cc(C(C)C)c(O)c1CN1CCOCC1	1.1	0.8	-0.4	0	2	0	-7	42*	1.3	-2	-1.2
COCc1[nH]nc2c1C(c1ccc(C)cc1)N(c1ccc(OC)cc1)C2=O (stereo not drawn)	x	0.5	4.1	2	-4	3	-4	6	-1.9	0	-1.2
COc1ccc(COC(=O)CCS(=O)(=O)c2ccc(C)cc2)cc1	-0.2	-1.9	-1.1	0	-2	1	6	6	1.1	0	-0.7
CCN1CSC(=S)N(Cc2ccccc2)C1	1.0	-0.3	-3.0	-1	-7	3	0	-2	-0.3	-5	-1.4
CN1C(=O)c2ccc(C(=O)Nc3ccccc3O)cc2C1=O	1.4	-0.3	1.8	-2	-4	5	0	1	1.2	-5	-0.8
O=[N+]([O-])c1ccccc1NCCNc1ncc(C(F)(F)F)cc1Cl	1.9	-0.8	-1.2	0	0	-2	4	2	2.5	3	-0.8
C(=N\N1CCN(C2c3ccccc3-c3ccccc32)CC1)/c1ccncc1	-0.6	0.0	1.8	1	4	-6	-1	10	-0.3	5	-1.4
C/C(=N\NC(=O)c1ccc(-c2ccccc2)cc1)C1C(=O)c2ccccc2C1=O	0.6	-0.6	-0.5	-4	4	-3	-5	2	1.4	-3	-1.4
C/C(=N\NC(=S)NCCc1ccccc1)c1ccc(Cl)cc1Cl	1.0	0.2	-1.0	-1	1	2	0	8	2.0	-7	-0.5

Next section, starting with the last 2 of the part before.
SMILES	DAX1 inh-1	DAX1 inh-2	hcDAF12 agonist	PLC-gamma1 inh	ADAM17 inh	MBD2 DNA inh	SMARCA2 act	Rev-erbA mod	hgDAF-12 ag	PLCb3 inh	ssDAF12 agonist
C/C(=N\NC(=O)c1ccc(-c2ccccc2)cc1)C1C(=O)c2ccccc2C1=O	0.6	-0.6	-0.5	-4	4	-3	-5	2	1.4	-3	-1.4
C/C(=N\NC(=S)NCCc1ccccc1)c1ccc(Cl)cc1Cl	1.0	0.2	-1.0	-1	1	2	0	8	2.0	-7	-0.5
CCOc1ccc(NC(=O)CSc2nc3ccccc3c(=O)n2CCCC(=O)NCCCN2CCCC2=O)cc1	0.3	-0.4	-1.4	1	-8	3	-3	0	-0.5	-5	-1.1
COc1ccccc1N1CCN(C(=O)c2ccc(S(=O)(=O)N3CCCCC3)cc2)CC1	-0.1	-0.4	-1.5	2	-5	2	0	0	0.2	0	-1.7
Cc1ccc(SCCn2nc(C(=O)O)c3ccccc3c2=O)cc1	0.0	-0.3	-1.2	1	-1	3	1	0	2.5	-2	-0.7
CCC1(c2ccc(F)cc2)NC(=O)N(CC(=O)N2CCc3ccccc3C2)C1=O (stereo not drawn)	-1.0	0.0	-0.5	-1	0	-1	-1	-5	-1.0	4	-1.0
CC(C(=O)Nc1sc2c(c1C(=O)NCc1ccco1)CCCC2)N1C(=O)c2ccccc2C1=O (stereo not drawn)	1.0	0.7	0.6	-1	-3	3	-2	9	0.1	4	-1.1
CCCC(=O)Nc1cccc(-c2nc3cc(C)c(C)cc3o2)c1	1.2	4.3*	7.2*	-23	-13	3	4	0	6.6	-27	-0.1
COc1ccc(NC(=O)NCc2ccccn2)cc1OC	1.3	-0.3	-1.5	0	-4	-1	0	-2	-2.2	0	-0.8
O=C(Nc1cc2c(oc1=O)CCCC2=O)c1ccc(Cl)cc1	2.8	0.5	-0.3	-1	-2	16*	9.4*	-19	5.2	-3	-1.1
Cc1cccc(NC(=O)CSCC(=O)Nc2ccccc2C(=O)NC2CC2)c1	1.1	-0.1	-1.2	1	2	-2	-2	-3	0.3	0	-1.0
O=C(CNC(=O)c1ccc(Br)o1)NCc1ccccc1	-0.1	-0.3	-0.5	1	-4	4	-2	7	5.4	-7	-0.4
CCOC(=O)C[n+]1c(C)csc1C	0.1	-0.1	-0.9	3	2	7	8.6*	0	1.2	3	-1.2
Nc1cccc(CCc2ccncc2)c1	-0.4	-0.2	1.9	3	0	-2	-1	1	2.0	-4	0.4
